RNase H inhibition: RNase H inhibition, HIV 1 Gag Pol polyprotein, FRET biochemical assay, screening (AID 372); inhibition, % at 10 µM; hits with a dose series show IC50 in µM; HIV-1 RT RNase H, FRET RNA/DNA substrate fluorescence; higher % means a stronger effect; hit rate 0.77% among 100,000; in the data active = inhibition above about 50%
Numbers without * were called inactive. Not all compounds are listed, so the mix of outcomes need not match the whole.

SMILES	RNase H inhibition
Cc1cc(C(=O)Nc2nc(-c3ccc(F)cc3)cs2)ccc1[N+](=O)[O-]	6%
Cc1cc2ncn(CC(O)COc3ccccc3C(=O)O)c2cc1C (stereo not drawn)	8%
O/N=C/c1cn(-c2ccccc2)nc1-c1cccnc1	5%
C=CCOc1ccc(/C=C/C(=O)c2ccc(Cl)cc2)cc1OC	9%
CC(=O)/C=C/c1cn(C)c2ccccc12	24%
c1ccc(-c2ccc(Oc3nc4ccccc4n4cnnc34)cc2)cc1	11%
CCN1C(=O)/C(=C\c2cn(Cc3ccc(F)cc3)c3ccccc23)SC1=S	29%
Fc1ccc(-c2cc(-c3ccccc3)nc(N3N=C(c4ccccc4)CC3c3ccccc3)n2)cc1 (stereo not drawn)	5%
COc1cc(C(=O)NC(C)C2CC3CCC2C3)cc(OC)c1OC (stereo not drawn)	14%
CCOC(=O)c1c(NC(=O)c2c(C)c(-c3ccc(Cl)cc3Cl)nc3ccccc23)sc2c1CCCCCC2	7%
CN(CCO)c1ccc2c3c(cccc13)C(=O)N(c1ccccc1)C2=O	7%
Cc1cccc(C)c1OCC(=O)Nc1nccs1	9%
Nc1cc(NCCCO)ccc1[N+](=O)[O-]	11%
CCOC(=O)C1=C(C)N=c2s/c(=C/c3ccc(N(C)C)cc3)c(=O)n2C1c1ccccc1OC (stereo not drawn)	0%
CCCOc1cccc(NC(=O)c2c(-c3ccccc3)noc2C)c1	15%
CCCOc1ccccc1NC(=O)CC1Nc2cc(C)c(C)cc2NC1=O (stereo not drawn)	21%
O=C(O)c1ccc2c(c1)C(=O)N(CCO)C2=O	0%
CC1=C(C(=O)Nc2ccc(Cl)cc2)C(c2ccc(Br)cc2)NC(=O)N1 (stereo not drawn)	3%
CC(C)(c1ccccc1)c1ccc(OCc2nnc(NC(=O)Nc3ccccc3)s2)cc1	23%
COc1ccc(NC(=O)CN(c2ccc(Cl)cc2)S(=O)(=O)c2ccc(C)cc2)cc1OC	8%
O=[N+]([O-])c1ccc(-c2noc(-c3cccc(Br)c3)n2)cc1	9%
CCOC(=O)C1=C(C)N=c2s/c(=C\c3cc(Br)cc(OC)c3O)c(=O)n2C1c1ccc(OC)cc1 (stereo not drawn)	21%
CCN(CC)CCCCCCOc1ccccc1[N+](=O)[O-]	1%
CC(=O)c1ccc(NC(=S)NC(NC(=O)c2ccccc2Br)C(Cl)(Cl)Cl)cc1 (stereo not drawn)	16%
CC(O)Cn1c2ccccc2c2ccccc21 (stereo not drawn)	0%
O=C(NC(=S)Nc1ccc2oc(-c3ccccc3Cl)nc2c1)c1ccccc1[N+](=O)[O-]	16%
Cc1cc(C)c(NC(=O)c2ccccc2)c(C)c1	6%
COc1cc(NS(=O)(=O)c2ccccc2)c(OC)cc1Cl	7%
CCOC(=O)C1CCCN(CCC(=O)Nc2ccc(Br)cc2)C1 (stereo not drawn)	9%
CN1C(c2ccccc2)CC(=NO)CC1c1ccccc1 (stereo not drawn)	38%
CC(=O)Nc1nc2n(n1)C(=O)CC(c1ccccc1)=N2	6%
Cc1ccc(-c2cc(C(=O)Nc3ccccc3)c3ccccc3n2)cc1	18%
CC1(C)CC(=O)C2=C(C1)c1c(ccc3ccccc13)NC2c1ccc(-c2ccccc2Cl)o1 (stereo not drawn)	22%
CCCC1NC(=O)NC(C)=C1C(=O)OCC (stereo not drawn)	10%
Cc1ccc2c(c1)c(N=NC(=O)COc1ccccc1C)c(O)n2C	20%
CCN(CC)S(=O)(=O)c1ccc(N=Cc2c(C)[nH]n(-c3ccc(Cl)cc3)c2=O)cc1	3%
Cc1ccc(/C=N/NC(=O)c2cc(C)oc2C)o1	9%
O=C(Nc1ccc(F)cc1)c1ccc(-c2cccc(Cl)c2)o1	20%
O=C(NC(=S)Nc1cccc(C(F)(F)F)c1)c1ccc(-c2ccccc2)cc1	10%
Cc1ccc(/C=C/C(=O)O)cc1S(=O)(=O)N1CCCCCC1	18%
Clc1c2ccccc2c(CN2CCN(c3ccccn3)CC2)c2ccccc12	20%
Cc1ccc(-c2csc(NC(=O)c3ccc(S(=O)(=O)N4CCCCCC4)cc3)n2)cc1	18%
O=c1oc2cc(OCc3ccccc3)c(Cl)cc2c2c1CCCC2	16%
COCCCn1c(O)c(C2=c3cc(Br)ccc3=NC2=O)sc1=S	17%
Cc1ccc(CSc2n[nH]c(=O)[nH]c2=O)cc1	0%
N#Cc1c(NC(=O)CN2C(=O)c3cccc4cccc(c34)C2=O)sc2c1CCCC2	11%
CCOc1ccc2cc(C(=O)c3ccccc3)c(=O)oc2c1	0%
N#CCCN(CCc1ccccc1)S(=O)(=O)c1cccc2nsnc12	9%
CC1=NN(c2ccccc2)C(=O)/C1=C\c1c(O)n(-c2ccc(C)cc2)[nH]c1=O	5%
Cc1ccc(Nc2nc(-c3ccccc3O)nc3ccccc23)c(C)c1	10%
CC1CCCCN1C(=O)c1cccs1 (stereo not drawn)	11%
COc1ccc(C(=O)N2CCN=C2c2ccccc2)cc1OC	0%
COc1ccc(Nc2nc(NCc3ccco3)nc(N/N=C/c3ccc(-c4cc([N+](=O)[O-])ccc4OC)o3)n2)cc1	9%
CCCOc1ccc(-c2ccc(C(=O)O)cc2)cc1	9%
O=[N+]([O-])c1ccc(-c2nc(Cc3c(F)cccc3Cl)no2)cc1	13%
CCOC(=O)c1c(NC(=O)CSc2ccccc2C(=O)O)sc(C)c1C	15%
COc1cc(C2Nc3ccccc3NC3=C2C(=O)CC(c2ccc4c(c2)OCO4)C3)ccc1OC(C)=O (stereo not drawn)	12%
O=[N+]([O-])c1ccc(F)c(N=Cc2cc(Cl)cc(Cl)c2O)c1	11%
Nc1nonc1C(=O)N/N=C/c1cccc(OCC(=O)O)c1	11%
COc1cccc(N2C(=O)NC(=O)/C(=C/C=C/c3ccccc3[N+](=O)[O-])C2=O)c1	17%

Another view of 19 compounds above.
Molecule,RNase H inhibition
COc1cc(NS(=O)(=O)c2ccccc2)c(OC)cc1Cl,7%
CCOC(=O)C1CCCN(CCC(=O)Nc2ccc(Br)cc2)C1 (stereo not drawn),9%
CN1C(c2ccccc2)CC(=NO)CC1c1ccccc1 (stereo not drawn),38%
CC(=O)Nc1nc2n(n1)C(=O)CC(c1ccccc1)=N2,6%
Cc1ccc(-c2cc(C(=O)Nc3ccccc3)c3ccccc3n2)cc1,18%
CC1(C)CC(=O)C2=C(C1)c1c(ccc3ccccc13)NC2c1ccc(-c2ccccc2Cl)o1 (stereo not drawn),22%
CCCC1NC(=O)NC(C)=C1C(=O)OCC (stereo not drawn),10%
Cc1ccc2c(c1)c(N=NC(=O)COc1ccccc1C)c(O)n2C,20%
CCN(CC)S(=O)(=O)c1ccc(N=Cc2c(C)[nH]n(-c3ccc(Cl)cc3)c2=O)cc1,3%
Cc1ccc(/C=N/NC(=O)c2cc(C)oc2C)o1,9%
O=C(Nc1ccc(F)cc1)c1ccc(-c2cccc(Cl)c2)o1,20%
O=C(NC(=S)Nc1cccc(C(F)(F)F)c1)c1ccc(-c2ccccc2)cc1,10%
Cc1ccc(/C=C/C(=O)O)cc1S(=O)(=O)N1CCCCCC1,18%
Clc1c2ccccc2c(CN2CCN(c3ccccn3)CC2)c2ccccc12,20%
Cc1ccc(-c2csc(NC(=O)c3ccc(S(=O)(=O)N4CCCCCC4)cc3)n2)cc1,18%
O=c1oc2cc(OCc3ccccc3)c(Cl)cc2c2c1CCCC2,16%
COCCCn1c(O)c(C2=c3cc(Br)ccc3=NC2=O)sc1=S,17%
Cc1ccc(CSc2n[nH]c(=O)[nH]c2=O)cc1,0%
N#Cc1c(NC(=O)CN2C(=O)c3cccc4cccc(c34)C2=O)sc2c1CCCC2,11%

Further records follow:
SMILES	RNase H inhibition
Cc1cc(C=C2C(=O)NC(=O)NC2=O)c(C)n1-c1ccc(N2CCOCC2)cc1	5%
O=S1(=O)N=C(Oc2cccc3ccccc23)c2ccccc21	0%
CC(=Nc1ccccc1C(F)(F)F)C1=C(O)c2ccccc2C1=O	8%
O=C1/C(=C/N(C(=O)c2ccccc2)c2ccccc2)Sc2ccccc21	0%
O=C(O)CCCCCN1C(=O)C(=O)/C(=C(/O)c2ccc([N+](=O)[O-])cc2)C1c1ccc(Cl)cc1 (stereo not drawn)	10%
COc1ccc(C2Nc3ccccc3NC3=C2C(=O)CC(c2ccc(Cl)cc2)C3)cc1OC (stereo not drawn)	4%
CCOc1ccc(N2C(=O)S/C(=C\c3ccco3)C2=O)cc1	6%
CCOc1ccc2c(CC)cc(=O)oc2c1C	5%
CC1=[N+]([O-])C(C)(C)C(c2ccco2)=[N+]1[O-]	23%
COc1cc(/C=C(\C#N)c2ccc([N+](=O)[O-])cc2)c(Br)c(Br)c1O	7%
Cc1cc(-c2ccc(F)cc2)c(C#N)c(N)n1	12%
COc1cccc(N2C(=O)C(=O)/C(=C(\O)c3ccccc3)C2c2cccc(F)c2)c1 (stereo not drawn)	0%

2 entries from above in another layout:
Compound,RNase H inhibition
CCOc1ccc2c(CC)cc(=O)oc2c1C,5%
CCOc1ccc(N2C(=O)S/C(=C\c3ccco3)C2=O)cc1,6%

More compounds.
SMILES	RNase H inhibition
O=C(NC(=S)Nc1ccc(Br)cn1)c1ccccc1F	40%
C=C(C)COc1ccc2oc(C)c(C(=O)OC)c2c1	0%
COc1ccccc1NC(=O)c1ccc(OC2CSC2)cc1	2%
O=C(NC(=S)Nc1ccc(Cl)c(Cl)c1)c1ccccc1I	22%
CC1=C(C(=O)OCCOc2ccccc2)C(c2ccc([N+](=O)[O-])cc2)C2=C(CC(c3ccccc3)CC2=O)N1 (stereo not drawn)	10%
Cc1ccc(/C=C2/SC(=S)N(CC(=O)O)C2=O)cc1	12%
CCSc1nnc2c(n1)OC(c1cc(OC)c(OC)c(OC)c1)Nc1ccccc1-2 (stereo not drawn)	7%
CCOc1ccccc1NC(=O)CN(c1ccc(C)cc1)S(=O)(=O)c1ccc(OC)c(OC)c1	13%
O=[N+]([O-])c1cnc(-c2ccccc2)nc1	4%
COc1ccc2ccccc2c1/C=C1\C(=O)NC(=O)N(c2ccccc2)C1=O	15%
Cc1n[nH]c(C)c1Sc1ccc(Br)cc1	50%*
COc1cccc(CC(CC(=O)Nc2cc(C)ccc2C)C(=O)O)c1 (stereo not drawn)	8%
O=C(CSc1n[nH]c(-c2ccncc2)n1)c1ccccc1	16%
COc1ccc(N(CC(=O)Nc2cc(C)ccc2C)S(=O)(=O)c2ccccc2)c(OC)c1	14%
COc1cc(C(=O)Nc2ccc3oc(-c4cccc(I)c4)nc3c2)cc(OC)c1OC	0%
COc1cc(C(=O)NC(NC(=S)Nc2ccc(C)cc2)C(Cl)(Cl)Cl)cc(OC)c1OC (stereo not drawn)	17%
Cc1ccc(NC(=O)CN(c2ccc(C)c(Cl)c2)S(C)(=O)=O)cc1C	7%
O=C(/C=C/c1cccc([N+](=O)[O-])c1)Nc1ccc(F)cc1F	11%
CCOC(=O)c1sc(NC(=O)/C=C/c2ccc(Br)cc2)c(C(N)=O)c1C	17%
Nc1ccc(S(=O)(=O)Nc2nccc(/C=C/c3cccc(Cl)c3)n2)cc1	4%
CC(=O)Oc1ccc(C(=O)Nc2cc(C)on2)cc1	10%
Cc1c(Cl)cccc1-n1ncnc1-c1cccc(Cl)c1	12%
Cc1ccccc1C=Nc1ccc(N=Cc2ccccc2C)cc1	5%
NS(=O)(=O)c1ccc(CNS(=O)(=O)c2ccccc2[N+](=O)[O-])cc1	6%
N/C(=N\OC(=O)c1cccc(Cl)c1)c1ccncc1	13%
CCOC(=O)c1sc(NC(=O)C(OC(C)=O)c2ccccc2)nc1C (stereo not drawn)	3%
CCc1nc2ccccc2n1CC(O)COc1ccc(OC)cc1 (stereo not drawn)	0%
COc1cc(C=O)ccc1OCCCCOc1ccccc1OC(C)C	18%
CCOC(=O)/C(C#N)=C\c1cc(OC)c(OC)cc1[N+](=O)[O-]	0%
Cc1ccc(-c2nc3ccc(Br)cc3c(C(=O)O)c2C)cc1	4%
O=C1c2ccccc2C(=O)N1/N=C/c1ccc(Oc2ccc([N+](=O)[O-])cn2)cc1	13%
O=C(Nc1ccc(Cl)c(Cl)c1)Nc1nnc(SCc2ccccc2)s1	10%
CCN(CC)C(=O)Nc1ccc(Cl)cc1	4%
O=C(NCCNc1ccccc1[N+](=O)[O-])c1ccccc1F	8%
O=C(N/N=C/c1ccc(O)cc1O)C1C2CCCCC21 (stereo not drawn)	0%
COc1ccc(CCNC(=O)c2ccccc2N(Cc2ccccc2)S(=O)(=O)c2ccccc2)cc1OC	9%
CCOc1ccc(C(=O)Nc2sc(C)c(C)c2C(N)=O)cc1	27%
COc1ccc(N/C=C/C(=O)c2ccc(C)cc2)c(OC)c1	13%
COc1ccc(-c2cc(C(F)(F)F)n3nc(C(=O)NCc4cccnc4)c(Cl)c3n2)cc1OC	8%
COc1cccc(NC(=O)C(=O)N/N=C/c2ccc(C(C)C)cc2)c1	10%
Cc1ccc(N2C(=O)/C(=C/c3ccc(F)cc3)SC2=S)cc1C	6%
Cc1cc(C)nc(/N=C(/N)C2=C(O)CC(C)(C)CC2=O)n1	0%
O=C1CSC(=O)N1CC(O)Cn1c2ccccc2c2ccccc21 (stereo not drawn)	1%
COC(=O)c1ccccc1NC(=O)c1ccc(-c2cccc(Cl)c2)o1	0%
NNc1nnc2c(n1)[nH]c1ccc(Br)cc12	16%
Cc1cc(NC(=O)CN2CCOCC2)c2ccccc2n1	6%
O=C1CC(NCc2ccco2)C(=O)N1CCc1ccccc1 (stereo not drawn)	0%
CCCCCC(=O)NNC(=O)c1cccs1	2%
COc1cc(C2C(C#N)=C(N)OC3=C2C(=O)CC(C)(C)C3)cc(OC)c1OC (stereo not drawn)	7%
Cc1c(Cl)cccc1NC(=O)C(=O)NC1CC(C)(C)NC(C)(C)C1	0%
Cc1ccc(C(=O)NC2CCSC2=O)cc1 (stereo not drawn)	6%
CC(=O)c1cccc(NC(=S)NC(=O)/C=C/c2ccccc2)c1	13%
COc1ccc(/C=C/C(=O)N2CCCCCC2)cc1Br	2%
Clc1ccc(OCCCCN2CCCCC2)cc1	0%
COC(=O)c1c(C)oc2cc(Br)c(OCC(=O)OC(C)(C)C)cc12	0%

Screening results from PubChem.
